# Cneo AK release: causes C. neoformans cell lysis | adenylate kinase release luminescence, 4 h; normalised: neutral wells 0, clomiphene wells 100 | hit rate 0.2% among 360,000 | lysis activity, % at 15 µM;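 active = mean lysis activity across replicates of at least 80%, whatever share of replicates individually reach that level; inactive = mean lysis activity below 80%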
#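 Material – log-phase Cryptococcus neoformans yeast cells · Input – 5 × 10^6 yeast cells/mL · Medium – fresh YPD growth medium · Doses – single compound concentration per well · Timing – static 4 h at 37 °C with compound, 1 h detection · Detection – adenylate kinase release luminescence · Read-out – signal increase indicating cell lysis · Control set – Clomiphene as positive lysis control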
# C2C12 statin: suppression of simvastatin myotoxicity | AID 602340 | hit rate 0.78% among 330,000 | C2C12 myotubes + simvastatin, ATP luminescence, 48 h; scaled: DMSO 0, geranylgeraniol control 100 | rescue of ATP level, % at 7.49 µM;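 active = mean ATP rescue above about 67%, or every replicate alone reaching that limit, limit read from the data, passing the limit was not always enough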;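 also: myotubes were challenged with 10 µM simvastatin during compound exposure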
# PglD DTNB: PglD (C. jejuni) enzyme inhibition; purified PglD enzyme, DTNB colorimetric CoA detection; inhibition, % at 12.5 µM; hit rate 0.098% among 360,000; AID 602405; in the data active = inhibition above about 16%, passing the limit was not always enough; also: strong numbers were not always called active
# F508del corr: CFTR F508del correction in bronchial cells | CFBE cells, YFP halide quenching; stimulated with forskolin plus potentiator P3; % fluorescence drop versus neutral controls | activity (quench increase), % at 7.58 µM | hit rate 0.36% among 350,000 | AID 720511;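 active = mean added fluorescence quench of at least 8% versus neutral control, with both replicates also reaching 8%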;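 also: cells transiently co-express mutant CFTR-F508del with the halide-sensitive YFP; corrector assay measuring rescue of mutant channel to the surface after 24 h compound exposure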
# FN deposition inh: fibronectin deposition inhibition. AH1F fibroblasts, Alexa488-fibronectin deposition fluorescence, overnight. inhibition, % at 12.6 µM. hit rate 0.086% among 350,000. AID 743247;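 active = mean inhibition across replicates of 30% or more, regardless of how many single replicates reach that level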;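 also: positive control wells lacked labelled fibronectin entirely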
#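 Material – AH1F fibroblast monolayer, labelled fibronectin deposition · Reagent – labelled fibronectin 24 nM · Timing – 1 h adhesion, overnight exposure · Measured by – fluorescence at 485 nm excitation, 525 nm emission · Read-out – inhibition of fibronectin deposition signal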
# GSIS activator: GLuc luminescence reporter in INS-1E cells, primary screen for activators of glucose-dependent secretion of insulin; hit rate 0.61% among 370,000; activation, % at 16.6 µM; AID 743287; INS-1E GLuc reporter insulin secretion, 2-3 h;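 active = lowest replicate activation of at least 40%, so every replicate reaches that level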;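 also: 0% = median of neutral control wells and 100% = median of IBMX positive control wells; some compounds called inactive have numbers as strong as hits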
# miR122 inh: blocks miR-122 activity in Huh7 sensor cells; hit rate 0.3% among 340,000; Huh7 miR-122 Renilla luciferase sensor, 48 h; neutral wells = 0, positive control = 100; AID 602342; activation (reporter increase), % at 12.5 µM;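 active = mean replicate activation score at least 90 and every replicate individually at or above 90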;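 also: higher luciferase means less miR-122 activity so hits act as miR-122 inhibitors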
# PGC1a acetyl inh: modulators of PGC1a acetylation. U2OS PGC1a acetylation, AlphaScreen anti-acetyl-lysine; with virally co-expressed GCN5 acetyltransferase. inhibition, % at 15.6 µM. hit rate 0.17% among 350,000. AID 651687;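 active = every replicate shows inhibition of at least 40%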;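 also: 0% = neutral control wells and 100% = positive control wells; some results beyond the cut were filed as inactive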
# An asterisk follows results filed as active; . = no result given; [ ] = dose if it differs, or a comment.
SMILES | Cneo AK release | C2C12 statin | PglD DTNB | F508del corr | FN deposition inh | GSIS activator | miR122 inh | PGC1a acetyl inh
COc1cc(O)cc2occ(-c3ccc(O)cc3)c(=O)c12 | -5 | -3 | 0 | 1.0 | . | . | -18 | -17
O=C(c1ccc(F)cc1)N1CCCCN2[C@H](C1)[C@@H](c1ccc(/C=C/c3ccccc3)cc1)[C@@H]2CO | -1 | -3 | -3 | -0.8 | . | -1 | 10[16.7 µM] | -16
CCOC(=O)c1ccc(-n2cc(C(=O)c3cccnc3)nn2)cc1 | 2 | 5 | 4 | -1.3 | 5 | -3 | 7 | 4
CC(C)CC#Cc1ccc2c(c1)O[C@@H](CN(C)C(=O)c1cccc(F)c1)[C@H](C)CN([C@H](C)CO)S2(=O)=O | 0 | -39 | 2 | 0.2 | -3 | -5 | 10[16.7 µM] | 2
COc1cc(Cl)c(C)cc1NC(=O)CCCN1C(=O)CCC1=O | 9 | 27 | -4 | . | 12 | 3 | 2 | -4
Cc1ccccc1S(=O)(=O)NCC1CCCO1 (stereo unspecified) | 0 | 4 | 5 | 0.4 | -5 | 3 | 23 | 5
C[C@@H]1CN([C@@H](C)CO)C(=O)c2cc(NC(=O)c3ccncc3)ccc2O[C@@H](C)CCCCO[C@@H]1CN(C)Cc1ccc(C(=O)O)cc1 | 0 | . | 0 | -1.8 | . | 4 | 4[16.7 µM] | -3
COc1cccc(C(=O)Nc2ccc(N(C)C)cc2)c1OC | -4 | 90* | 0 | . | 6 | . | -13 | -10
COCCNC(=O)c1ccc(CN2CCc3ccccc3C2)cc1 | . | 10 | . | -0.3 | -18 | 8 | -23 | -2
COCCN(CC(=O)Nc1cccc(C)c1C)C(=O)c1oc2ccccc2c1C | 1 | -4 | -5 | -0.9 | 1 | -2 | . | .
COc1ccccc1C(=O)NC(CCSC)C(=O)N1CCN(C(C)=O)CC1 (stereo unspecified) | 0 | -2 | 1 | 5.7 | 4 | -1 | -7 | -3
C[C@@H]1CN([C@H](C)CO)C(=O)c2cc(C#CCN(C)C)cnc2O[C@@H]1CN(C)C(=O)Cc1ccncc1 | 0 | 10 | -1 | -2.0 | . | 3 | -4[16.7 µM] | 11
CCN(CC)C(=O)C1=C(C)N(Cc2ccc(OC)cc2)C(=O)C(CC(=O)NCc2cccc3ccccc23)C1 (stereo unspecified) | -4 | -9 | 0 | -1.0 | -9 | -10 | -2 | -5
COc1cccc(C(=O)Nc2c(C(N)=O)oc3ccccc23)c1 | -1 | -12 | -1 | 1.4 | -9 | . | 2 | 4
CCC(=O)Nc1c(C#N)c2nc3ccccc3nc2n1-c1ccccc1C | 1 | 192* | 2 | . | 3 | . | -2 | 2
Cc1nn(CC(=O)NCCCN2CCCCC2)c(=O)c2cccn12 | -3 | 4 | 1 | -1.7 | 3 | 2 | -10 | -2
CCC(SC1=Nc2ccccc2C2=NC(CC(C)C)C(=O)N12)C(=O)Nc1ccc2c(c1)OCO2 (stereo unspecified) | -4 | 14 | 0 | . | 3 | . | 8 | -12
Cc1ccc(S(=O)(=O)N[C@@H]2CCCN(Cc3cccc(OCCO)c3)C2)cc1 | 85* | . | -1 | 3.3 | . | . | . | -45
CCN(CC(=O)Nc1c(F)cccc1F)C(=O)COc1ccc2c(c1)CCC2 | -1 | 13 | -3 | -1.1 | -4 | -6 | -1 | .
O=C1C[C@@H]2c3c(cccc3CN1Cc1ccccc1)C[C@@H](O)[C@H]2O | 1 | 2 | -4 | 2.7 | -1 | 2 | -2 | 5
O=C(NNC(=O)c1cc2ccccc2[nH]1)OCc1ccccc1 | 0 | -4 | -3 | -1.9 | -7 | -8 | -5 | 3
CC(=O)NCCNC(=O)c1ccc(CSc2ccc(Cl)cc2)cc1 | 2 | 4 | 3 | 5.0 | 11 | 1 | -5 | 2
O=C(CN(C(=O)Cn1nnc(-c2ccc(F)cc2)n1)c1cccc(F)c1)NC1CCCC1 | -2 | -18 | -1 | 2.4 | -4 | -27 | 1 | -4
N#Cc1ccc(-c2csc(-c3ccno3)n2)cc1 | 0 | . | 0 | -2.9 | 8 | . | -5 | -4
Cc1ccc(CNS(=O)(=O)c2ccc3c(c2)NC(=O)CS3)cc1 | 7 | 4 | 3 | -3.0 | -4 | 27 | 9 | 2
COc1ccc(NC(=O)N(C)C[C@@H]2OCc3ccccc3-c3c(n(C)c4ccccc34)C(=O)N([C@@H](C)CO)C[C@H]2C)c(OC)c1 | -4 | . | 0 | 2.1 | 2 | -13 | . | 5
CC(=O)c1cccc(OCCN2C(=O)NC(C)(C)C2=O)c1 | -1 | 24 | -6 | . | 1 | 1 | 2 | -4
COc1ccc2cc(C(=O)N3CCCCCC3)sc(=O)c2c1OC | 0 | -8 | 0 | . | . | . | 5 | 6
CC(=O)N1CC[C@@H]2[C@@H](CO)Nc3ccc(C#Cc4cccnc4)cc3[C@@H]21 | 25 | 0 | 7 | -0.8 | -18 | -2 | -6[16.7 µM] | -2
Cc1ccc(C(=O)O)cc1NC(=O)C1=CSCCO1 | -4 | 14 | 1 | -2.8 | 4 | 2 | 0 | 13
O=C(NCc1ccco1)C(c1ccccc1)N(C(=O)Cc1cccs1)c1cccnc1 (stereo unspecified) | . | -8 | . | -0.3 | -5 | 19 | 10 | -8
Cc1cc(C(=O)OCC(=O)Nc2cccc([N+](=O)[O-])c2)c(C)o1 | -5 | -2 | -1 | -1.3 | 1 | . | -1 | 7
O=S(=O)(c1ccccc1)N1CCCCN2[C@H](CO)[C@@H](c3ccc(C#CC4CCCC4)cc3)[C@H]2C1 | 2 | 8 | 1 | 2.9 | 4 | -10 | -1[16.7 µM] | -6
CC(=O)c1c(C)[nH]c(C(=O)N(C)CC(=O)Nc2ccc(Cl)c(C(F)(F)F)c2)c1C | 0 | -1 | 1 | -2.1 | . | -42 | -6 | -4
C[C@@H]1CN([C@@H](C)CO)C(=O)c2cc(NC(=O)C3CC3)ccc2O[C@@H]1CN(C)C(=O)Nc1ccc2c(c1)OCO2 | 60 | -12 | 5 | 0.0 | . | 8 | 0[16.7 µM] | .
Cc1cc(NC(=O)CSc2nnc(CNC(=O)c3c(F)cccc3F)o2)no1 | -3 | . | 3 | -2.6 | 3 | 13 | . | .

# Additional entries follow:
SMILES	Cneo AK release	C2C12 statin	PglD DTNB	F508del corr	FN deposition inh	GSIS activator	miR122 inh	PGC1a acetyl inh
CC(OC(=O)CNC(=O)c1cccs1)C(=O)Nc1ccc(S(N)(=O)=O)cc1 (stereo unspecified)	0	4	2	-3.0	.	-5	-2	4
Cc1ccccc1C(=O)Nc1cccc(NC(=O)c2ncn[nH]2)c1	.	8	.	2.7	-2	8	-8	-1
Cc1ccccc1-c1ccc2c(c1)O[C@@H](CN(C)C(=O)Nc1ccc(F)cc1)[C@@H](C)CN([C@H](C)CO)S2(=O)=O	2	7	2	2.6	.	-16	1[16.7 µM]	3
Cc1c(Cc2ccccc2)c(=O)oc2cc(OCC(=O)NCC(O)c3ccccc3)ccc12 (stereo unspecified)	1	2	2	0.9	-2	-3	3	-9
Cc1noc(C)c1S(=O)(=O)N(C)C[C@@H]1OCCCC[C@H](C)Oc2ccc(NC(=O)Cc3ccccc3)cc2C(=O)N([C@@H](C)CO)C[C@H]1C	1	.	3	-5.3	.	-23	2[16.7 µM]	-9
O=C(NCc1ccccc1)N1CCOc2ccccc21	-1	-2	0	1.5	-7	-2	-3	-9
O=C(Cc1ccc([N+](=O)[O-])cc1)NCc1ccccn1	.	.	.	2.0	8	-11	.	9
Cc1cccc(-n2c(=O)cc(N3CCN(c4ccc(F)cc4)CC3)[nH]c2=O)c1	4	-22	-4	-4.2	-3	-5	-4	55*
COc1cccc(CN2CCN(Cc3nc(-c4cccs4)oc3C)CC2CCO)c1 (stereo unspecified)	0	2	0	3.2	.	2	-14	5
Cc1ccc(NC(=O)CCCSc2ccccc2)cc1S(=O)(=O)N1CCOCC1	-1	15	3	1.4	-5	-37	-6	0
CC(C)CNS(=O)(=O)c1ccc(CCC(=O)NCc2ccncc2)cc1	.	.	.	-2.3	4	7	8	-4
COc1cccc(NC(=O)Nc2ccc3c(c2)nnn3C)c1	-4	.	-2	.	.	.	5	9
S=c1[nH]nc(-c2ccncc2)n1/N=C/c1cccc(Cl)c1	-1	.	-1	3.0	7	-11	-3	22
CN(Cc1ccccc1F)C(=O)c1ccc2c(=O)n3c(nc2c1)CCC3	0	7	-9	0.2	-4	25	.	.
CCOc1cc(CC(=O)N[C@@H](CC(C)C)c2ccccc2N2CCCCC2)ccc1C(=O)O	0	5	0	2.5	-2	.	-2	-1
CCCCCN(C(=O)COC(=O)c1ccc(Br)o1)c1c(N)n(CCCC)c(=O)[nH]c1=O	2	-8	-9	.	.	.	-2	7
CC1CN(CC(=O)NCc2ccc(F)cc2)CC(C)O1 (stereo unspecified)	-4	16	-4	-0.2	-1	7	.	.
O=C(C[C@@H]1CC[C@H](NC(=O)C2CC2)[C@H](CO)O1)NCCCN1CCOCC1	18	-3	6	2.0	9	6	6[16.7 µM]	-1
COc1ccccc1NC(=O)c1ccccc1NC(=O)c1cccs1	-9	6	2	3.3	3	7	.	.
O=C(O)c1ccccc1NS(=O)(=O)c1ccc(NNC(=S)Nc2ccc(OC(F)F)cc2)c([N+](=O)[O-])c1	.	.	.	-1.8	7	-29	.	2
COC(=O)c1cc(CN2CCN(c3ccccc3C)CC2)ccc1O	-1	-17	4	-1.4	.	-34	.	-11
CCC(=O)NC(=S)Nc1ccc(NC(=O)c2ccc(Br)o2)cc1	.	-18	.	0.4	3	7	-18	-14
CC1(C)Cc2nc(-c3ccccc3)nc(SCC(=O)N3CCCC3)c2CO1	1	-3	10	1.0	8	-3	-3	-12
COc1ccc(-c2noc(C3CCCN(C(=O)Nc4ccccc4F)C3)n2)cc1 (stereo unspecified)	.	.	.	-3.3	-2	-27	.	2

# Exported with values under each structure: 8 of the compounds above
# Order of results: Cneo AK release | C2C12 statin | PglD DTNB | F508del corr | FN deposition inh | GSIS activator | miR122 inh | PGC1a acetyl inh
CC1CN(CC(=O)NCc2ccc(F)cc2)CC(C)O1 (stereo unspecified)
    -4 | 16 | -4 | -0.2 | -1 | 7 | . | .
O=C(C[C@@H]1CC[C@H](NC(=O)C2CC2)[C@H](CO)O1)NCCCN1CCOCC1
    18 | -3 | 6 | 2.0 | 9 | 6 | 6[16.7 µM] | -1
COc1ccccc1NC(=O)c1ccccc1NC(=O)c1cccs1
    -9 | 6 | 2 | 3.3 | 3 | 7 | . | .
O=C(O)c1ccccc1NS(=O)(=O)c1ccc(NNC(=S)Nc2ccc(OC(F)F)cc2)c([N+](=O)[O-])c1
    . | . | . | -1.8 | 7 | -29 | . | 2
COC(=O)c1cc(CN2CCN(c3ccccc3C)CC2)ccc1O
    -1 | -17 | 4 | -1.4 | . | -34 | . | -11
CCC(=O)NC(=S)Nc1ccc(NC(=O)c2ccc(Br)o2)cc1
    . | -18 | . | 0.4 | 3 | 7 | -18 | -14
CC1(C)Cc2nc(-c3ccccc3)nc(SCC(=O)N3CCCC3)c2CO1
    1 | -3 | 10 | 1.0 | 8 | -3 | -3 | -12
COc1ccc(-c2noc(C3CCCN(C(=O)Nc4ccccc4F)C3)n2)cc1 (stereo unspecified)
    . | . | . | -3.3 | -2 | -27 | . | 2

# Assay outcomes as filed in PubChem.
